Mm-Cpn inhibitor: Inhibitors of TCP-1 ring complex (TRiC) of Methanococcus maripaludis (MmCpn): qHTS; purified Mm-Cpn ATPase, ADP Transcreener TR-FRET; Potency, µM (doses to about 76.9 µM), without a hit: top-dose activity, negative = inhibition, most hits filed as inhibitors; 0.031% of 330,000 active; AID 504842, 2011; note: potency is the fitted concentration of half-maximal effect; % is set by controls: 0 for no effect and ±100 for the full control effect; nearly all actives have a fitted effect of over 80% in size
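Reaction buffer contained 30 mM Tris pH 7.4, 100 mM KCl, 5 mM MgCl2 and 1 mM DTT. Mm-CPN (25 nM final) hydrolysed 10 uM ATP over 30 min at 37°C; ADP was read by HTRF.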
Akt phos inh: HTS Assay for Inhibitors of Akt Phophorylation: Primary Screen; 0.32% of 360,000 active; AID 651550, 2012; Neuro2A IGF-stimulated pAkt S473 HTRF, 20 min; active compounds read low; activity change, % for hits at 50 µM; in the data active = activity change below about -80%; inconclusive = mostly about -51% to -80%; note: % is set by controls: 0 for no effect and ±100 for the full control effect
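Neuro2A cells (4,500/well, DMEM with 0.5% FBS) were treated with compound at a single 50 µM final concentration, stimulated with 6 nM IGF for 20 min at 37 °C, and lysed. Phospho-Akt Ser473 was read by HTRF as 665/615 ratio ×10^4.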
PTHR1 ag: qHTS for PTHR1 Agonists: Primary Screen; Parathyroid hormone/parathyroid hormone-related peptide receptor (Homo sapiens), Q03431; 0.075% of 410,000 active; AID 743266, 2014; Potency, µM (doses to about 115 µM), for the others: top-dose activation, hits mostly activators; HEK293 GP2 PTHR1 cells, GloSensor cAMP luminescence, 1 h; note: potency is the fitted concentration of half-maximal effect; nearly all actives have a fitted effect of over 55% in size; some results filed as inactive show a strong effect at the top dose; inactives centre near -15; many of its hits are not listed in these tables
Target sequence (Q03431 whole entry, looked up): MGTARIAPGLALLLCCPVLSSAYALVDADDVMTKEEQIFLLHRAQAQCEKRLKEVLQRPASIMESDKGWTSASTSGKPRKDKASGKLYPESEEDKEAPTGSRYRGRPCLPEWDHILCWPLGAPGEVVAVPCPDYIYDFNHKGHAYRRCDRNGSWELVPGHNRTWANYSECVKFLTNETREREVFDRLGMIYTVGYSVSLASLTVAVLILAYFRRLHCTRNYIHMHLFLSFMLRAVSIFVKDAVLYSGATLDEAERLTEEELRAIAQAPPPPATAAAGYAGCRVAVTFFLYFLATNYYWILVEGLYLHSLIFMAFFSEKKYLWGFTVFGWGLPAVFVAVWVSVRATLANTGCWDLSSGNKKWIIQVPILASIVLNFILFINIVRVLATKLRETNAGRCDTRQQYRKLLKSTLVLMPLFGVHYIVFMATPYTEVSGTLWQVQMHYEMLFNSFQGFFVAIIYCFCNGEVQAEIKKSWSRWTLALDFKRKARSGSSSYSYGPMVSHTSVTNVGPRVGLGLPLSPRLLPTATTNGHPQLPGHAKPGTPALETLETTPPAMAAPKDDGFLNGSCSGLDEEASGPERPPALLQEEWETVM
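HEK-293-derived GP2 cells expressing PTHR1 and a GloSensor cAMP reporter, 3,000/well, plated overnight, given luciferin plus IBMX (each 0.5 mM as added) for 1 h at 37 °C, then compound for 1 h at 37 °C. Luminescence was read after 15 min at room temperature.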
Abeta rescue: qHTS for compounds that reverse cellular toxicity of Amyloid beta (A-beta) peptide in yeast: Primary Screen; Potency, µM (series often up to 46.1 µM), for the others: top-dose growth rescue, usual class: activators; 0.063% of 410,000 active; yeast expressing A-beta42, growth rescue, OD600, 48 h; response scale: 0% DMSO, 100% iron-clioquinol control; note: potency is the fitted concentration of half-maximal effect; nearly all actives have a fitted effect of over 55% in size
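Yeast A-beta toxicity model in growth medium with pinned compounds, 48 h at 30 C; growth read as absorbance at 600 nm. Normalized to FeCl3/clioquinol equimolar mix (positive) and DMSO (negative).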
HEK293 tox: qHTS of GLP-1 Receptor Inverse Agonists: Cytotox Screen; 0.13% of 410,000 active; Potency, µM (doses to about 38.3 µM), inactives show at the highest dose activity change, negative = inhibition, usual class: inhibitors; HEK293 cAMP-luciferase reporter cells, luminescence, 24 h; AID 624418, 2012;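 note: loss of luciferase light is scored as toxicity; potency is the fitted concentration of half-maximal effect; % is set by controls: 0 for no effect and ±100 for the full control effect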
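Here, cytotoxicity is scored as loss of luminescence. The MLSMR collection was tested on cells seeded in medium containing 10% Nu serum, with a 24 hr compound exposure preceded by 12 hours of culture.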
aSyn yeast inh: qHTS of alpha-syn Inhibitors; Yeast expressing alpha-synuclein, growth rescue, BacTiter-Glo, 24 h; Potency, µM (titrated, usually from 46.1 µM), inactives show top-dose growth rescue (activation), hits mostly activators; 0.14% of 370,000 active; AID 652106, 2013; note: potency is the fitted concentration of half-maximal effect; % of control where 0% means no effect; nearly all actives have a fitted effect of over 65% in size
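Readout is rescue of growth in alpha-synuclein-expressing yeast, so inhibitors of toxicity appear as activators. Growth after 24 hr at 30 deg C in galactose medium is quantified by luminescence.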
FUS suppressor: qHTS for Suppressors of FUS Proteinopathy: Primary screen using FUS-linked yeast assay. S. cerevisiae FUS-expressing, growth rescue, OD600, 24 h. Potency, µM (top dose mostly 76.6 µM), for the others: at the highest dose growth rescue (activation), usual class: activators. 0.24% of 390,000 active. AID 1347120, 2019;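 note: potency is the fitted concentration of half-maximal effect; plate controls were DMSO vehicle for no effect and reference control for full effect; nearly all actives have a fitted effect of over 55% in size; some results filed as inactive show a strong effect at the top dose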
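Galactose (2%) drives FUS expression in yeast precultured in raffinose; seeding density OD 0.005. Test compounds incubated 24hr at 30C and 99% humidity before absorbance at 600 nm was measured.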
GLP-1R inv ag: qHTS of GLP-1 Receptor Inverse Agonists (Inhibition Mode). Glucagon-like peptide 1 receptor (Homo sapiens), P43220. HEK293 GLP-1R CRE-luciferase, luminescence, 24 h; GLP-1R form is constitutively active. Potency, µM (top dose mostly 38.3 µM), for inactives: at the highest dose activity change, negative = inhibition, usual class: inhibitors. 1.6% of 410,000 active. AID 624417, 2012; note: potency is the fitted concentration of half-maximal effect; % is set by controls: 0 for no effect and ±100 for the full control effect; nearly all actives have a fitted effect of over 55% in size
Target sequence (P43220 whole entry, looked up): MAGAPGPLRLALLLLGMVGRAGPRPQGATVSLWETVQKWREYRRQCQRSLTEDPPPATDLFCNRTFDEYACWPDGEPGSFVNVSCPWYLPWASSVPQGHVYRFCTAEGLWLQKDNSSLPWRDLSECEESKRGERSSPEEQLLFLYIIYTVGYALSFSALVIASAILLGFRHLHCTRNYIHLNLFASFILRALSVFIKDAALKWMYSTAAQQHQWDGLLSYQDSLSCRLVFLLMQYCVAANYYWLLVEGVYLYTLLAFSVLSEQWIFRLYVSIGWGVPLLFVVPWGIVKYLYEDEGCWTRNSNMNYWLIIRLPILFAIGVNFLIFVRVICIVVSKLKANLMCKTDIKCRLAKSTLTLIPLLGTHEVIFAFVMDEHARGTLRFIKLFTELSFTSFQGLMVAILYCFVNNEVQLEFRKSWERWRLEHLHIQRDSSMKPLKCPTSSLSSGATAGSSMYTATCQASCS
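Using stably transfected HEK293 (constitutively active GLP-1R, cAMP-luciferase reporter), compounds were incubated 24 hr and luciferase measured by luminescence.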
TDP43 rescue: qHTS of TDP-43 Inhibitors; Potency, µM (titrated, usually from 46.1 µM), for the others: at the top dose growth rescue (activation), usual class: activators; TDP-43 expressing yeast growth rescue, BacTiter-Glo, 24 h; 1.8% of 410,000 active; note: potency is the fitted concentration of half-maximal effect; % of control where 0% means no effect; nearly all actives have a fitted effect of over 50% in size
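Cell-based yeast growth screen: TDP-43 expression induced in galactose, inoculum OD600=0.02 after raffinose pregrowth to mid-log. Read-out BacTiter-Glo luminescence at 24 hr, 30 deg C; inhibition of toxicity seen as signal increase.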
An asterisk follows results filed as active; i = inactive; ? = inconclusive; . = not tested or not shown; [ ] = another dose, or the depositor's remark. Unless noted, calls come from the whole dose curve; as a rule, active = well fitted curve in the direction sought with a large enough effect; inconclusive = small, poorly fitted or top-dose-only effect, or another doubt; inactive = no such curve, though single readings can be large; an effect the other way counts as inactive or inconclusive. Some of the compounds tested; the hit share may differ from the screen's.

entry	smiles	PTHR1 ag	TDP43 rescue	Mm-Cpn inhibitor	Abeta rescue	FUS suppressor
1	O=C(CCS(=O)(=O)c1ccccc1)NCc1ccccc1	?	-7%	0%	12%	-23%
2	CCC(C)(C)n1nnnc1C(c1cc(OC)ccc1OC)N1CCN(Cc2ccccc2)CC1 (stereo unspecified)	i	-4%	-3%	-3%	13%
3	O=[N+]([O-])c1cccc(CNC2CCCCCC2)c1	i	9%	-8%	2%	1%
4	Cc1cccc(NS(=O)(=O)c2nnc(NC(=O)c3ccc(C)c(C)c3)s2)c1	-4%	23%	-4%	-5%	6%
5	O=C(COC(=O)C1CC1)Nc1nc(-c2ccc(F)c(F)c2)cs1	-63%[inhibitor]	2%	-3%	8%	.
6	Cc1ccc(C(=O)OCc2nnc(-c3ccccc3)o2)cc1S(=O)(=O)N1CCOCC1	-21%	?	0%	14%	7%
7	CCOc1cc(/C=N/NC(=O)COc2ccc(C)cc2)ccc1OC(=O)c1cccs1	-7%[57.5 µM]	-6%	-1%	9%	32%
8	CC(C)CNC(=O)CSc1nc2scc(-c3ccccc3)c2c(=O)[nH]1	-5%	2%	-16%	-2%	.
9	Cc1nn(C(C)C(=O)O)c(=O)c2ccccc12 (stereo unspecified)	-16%	-10%	-2%	6%	-19%
10	CCOC(=O)c1ccc(NC(=S)N(CCCN2CCCC(C)C2)Cc2ccco2)cc1 (stereo unspecified)	i	5%	1%	-9%	12%
11	CS(=O)(=O)N(CC(=O)NCCSCc1ccco1)c1ccc(Cl)cc1	-14%	11%	1%	3%	4%
12	O=C1/C(=C\c2ccc(C(F)(F)F)cc2)CSc2sccc21	-30%[inhibitor]	-5%	1%	5%	4%

entry	HEK293 tox	aSyn yeast inh	GLP-1R inv ag	Akt phos inh
1	3%	-6%	20%	i
2	-8%	3%	?	i
3	-1%[0.307 µM]	11%	-17%[0.307 µM]	i
4	-15%	1%	-23%	i
5	5%	-1%	22%	i
6	-2%	-7%	-3%	i
7	5%	1%	-3%	i
8	1%	0%	-17%	i
9	3%	-5%	29%	i
10	?	3%	?	i
11	-4%	-9%	10%	i
12	-6%	-6%	?	i

In the list so far, these contain a furan ring, fused or not:
entry	smiles	PTHR1 ag	TDP43 rescue	Mm-Cpn inhibitor	Abeta rescue	FUS suppressor
10	CCOC(=O)c1ccc(NC(=S)N(CCCN2CCCC(C)C2)Cc2ccco2)cc1 (stereo unspecified)	i	5%	1%	-9%	12%
11	CS(=O)(=O)N(CC(=O)NCCSCc1ccco1)c1ccc(Cl)cc1	-14%	11%	1%	3%	4%

entry	HEK293 tox	aSyn yeast inh	GLP-1R inv ag	Akt phos inh
10	?	3%	?	i
11	-4%	-9%	10%	i

Carrying on.
entry	smiles	PTHR1 ag	TDP43 rescue	Mm-Cpn inhibitor	Abeta rescue	FUS suppressor
13	CCOc1ccc(CNC(=O)C2Cc3cc(S(=O)(=O)N4CCCC4)ccc3N2C(C)=O)cc1 (stereo unspecified)	i	-5%	4%	3%	-1%
14	Cc1nn(-c2ccccn2)c2c1C(=O)CC(C)(C)C2Br (stereo unspecified)	-8%	?	2%	-14%	-23%
15	CCOc1cc(-c2nc(C)c(C(C)=O)n2O)ccc1OCC(=O)Nc1cccc(C)c1	-30%	?	0%	-24%	36%
16	Cc1ccc(C)c(-n2cc(CN3CCCN(C=O)CC3)c(-c3ccccc3)n2)c1	-10%	-4%	1%	0%	-22%
17	CCc1cccc(C)c1NC(=O)C1=C(C)C(=O)OC12CCC(C)CC2 (stereo unspecified)	-6%	0%	.	9%	-14%
18	Cc1cc(C(=O)N2CCCC(Nc3ccc(C(C)C)cc3)C2)nn1C (stereo unspecified)	-17%	-5%	-1%	-1%	45%
19	CN(C)S(=O)(=O)c1ccc(NC(=O)CCNC(=O)c2ccco2)cc1	i	-16%	0%	-10%	-11%
20	Cn1c(=O)c2c(nc(Br)n2CC(=O)c2cccs2)n(C)c1=O	-6%	-46%[inhibitor]	-4%	-22%	?
21	Cc1cc(N2CCOCC2)nc2ccc(NC(=O)CCC(=O)N3CCN(c4ccc(F)cc4)CC3)cc12	-13%	-5%	-1%	2%	17%
22	Cc1ccc(-n2c([O-])nc(-[n+]3ccccc3)c2C=O)cc1	i	-17%	2%	-17%	0%
23	COC(=O)c1ccc(Oc2ccc3nncn3n2)cc1	i	-3%	0%	2%	3%
24	COc1ccc(-c2sc3ccccc3c2-c2ccc(OCCN3CCOCC3)cc2)cc1	-14%	?	-2%	-48%[inhibitor]	3%

entry	HEK293 tox	aSyn yeast inh	GLP-1R inv ag	Akt phos inh
13	11%	0%	10%	i
14	-3%	4%	?	i
15	0%[0.307 µM]	-20%	2%[0.307 µM]	i
16	-1%	1%	7%	i
17	0%	.	-5%	.
18	1%	1%	-10%	i
19	3%	-4%	19%	i
20	20%	7%	17%	i
21	-1%	-5%	18%	i
22	-5%	0%	8%	i
23	-10%	0%	-14%	i
24	3%	1%	5%	i

Another view of part of the listing above.
Order of values: PTHR1 ag | TDP43 rescue | Mm-Cpn inhibitor | Abeta rescue | FUS suppressor | HEK293 tox | aSyn yeast inh | GLP-1R inv ag | Akt phos inh
[15] CCOc1cc(-c2nc(C)c(C(C)=O)n2O)ccc1OCC(=O)Nc1cccc(C)c1
→ -30% | ? | 0% | -24% | 36% | 0%[0.307 µM] | -20% | 2%[0.307 µM] | i
[21] Cc1cc(N2CCOCC2)nc2ccc(NC(=O)CCC(=O)N3CCN(c4ccc(F)cc4)CC3)cc12
→ -13% | -5% | -1% | 2% | 17% | -1% | -5% | 18% | i

Continuation:
entry	smiles	PTHR1 ag	TDP43 rescue	Mm-Cpn inhibitor	Abeta rescue	FUS suppressor
25	O=C(NCc1ccccc1F)C1CCCN1S(=O)(=O)c1ccc(Cl)cc1 (stereo unspecified)	-6%	11%	-1%	1%	-14%
26	Cc1cc(NC(=O)CSc2nc3ccsc3c(=O)n2CCCCC(=O)O)no1	?	-14%	0%	-3%	?
27	CC(C)(Oc1ccc(Cl)cc1)C(=O)O	i	0%	3%	-5%	-27%
28	COCC(Cc1ccccc1)NC(=O)Cn1cc(C)c(=O)[nH]c1=O (stereo unspecified)	0%	6%	.	-7%	-12%
29	Cc1ccc(Nc2c(-c3ccc(C)o3)nc3cnccn23)cc1	-9%	22µM*	0%	-16%	9%
30	Cc1ccc(/C=N/Nc2cc(C)nc(N3CCOCC3)n2)cc1	-17%	24%	1%	-1%	-17%
31	CC(C(=O)N1CCc2ccccc21)N1CCN(S(=O)(=O)c2cccs2)CC1 (stereo unspecified)	i	10%	-2%	17%	.
32	COc1ccc(C2NC(c3ccc(OC)cc3)C([N+](=O)[O-])C(C)(C)C2[N+](=O)[O-])cc1 (stereo unspecified)	-24%	?	2%	?	24%
33	C=CC[C@H](CC(=O)NCCO)C(=O)N[C@@H](COC(=O)[C@@H](CC=C)Cc1ccc(F)cc1)Cc1ccccc1	i	24%	2%	8%	28%
34	CN1CCN(C(c2ccc(F)cc2)c2ccc3cccnc3c2O)CC1 (stereo unspecified)	i	7%	.	1%	-26%
35	c1ccc(OCc2nn3c(-c4ccncc4)nnc3s2)cc1	i	-15%	-4%	3%	26%
36	CC(=O)n1nc(-c2cccc(C)c2)nc1SCC(=O)Nc1ccccc1	-14%	-2%	-5%	7%	11%

entry	HEK293 tox	aSyn yeast inh	GLP-1R inv ag	Akt phos inh
25	0%	0%	-10%	i
26	15%	-9%	57%[activator]	i
27	-12%	9%	-8%	i
28	1%	-1%	0%	i
29	29%	-86%[inhibitor]	5%	i
30	4%	0%	10%	i
31	7%	11%	-5%	i
32	-15%	2%	?	i
33	4%	0%	-4%	i
34	7%	13%	12%	.
35	4%	7%	2%	i
36	8%	-3%	2%	i

(listing goes on)
entry	smiles	PTHR1 ag	TDP43 rescue	Mm-Cpn inhibitor	Abeta rescue	FUS suppressor
37	C=CCn1c(-c2ccccc2)nc2nc3ccccc3nc21	-3%[57.5 µM]	0%	2%	12%	-7%
38	COC(=O)C1CCN(C(=O)c2ccccc2NC(C)=O)CC1	i	21%	-2%	16%	-6%
39	CC(Sc1ncccn1)C(=O)NC1(C#N)CCCCC1 (stereo unspecified)	-46%[inhibitor]	22%	0%	4%	.
40	CCN(C(=O)CSc1nc2ccccc2o1)C1CCS(=O)(=O)C1 (stereo unspecified)	i	26%	2%	14%	0%
41	CCOC(=O)CSc1nc2c(sc3ccc([N+](=O)[O-])cc32)c(=O)n1Cc1ccco1	i	16%	-1%	-8%	3%
42	O=C1NC(c2ccccc2)Cc2ccncc21 (stereo unspecified)	i	18%	.	2%	-23%

entry	HEK293 tox	aSyn yeast inh	GLP-1R inv ag	Akt phos inh
37	0%	3%	0%	i
38	2%	0%	1%	i
39	-19%	-1%	14%	i
40	-13%	-1%	-8%	i
41	9%	-1%	11%	i
42	0%	2%	2%	i
